West Nile antiviral – inhibition of WNV-induced cytopathic effect – cell-based, CPE readout (AID 1621); West Nile virus-infected cells, CPE inhibition; higher % means a stronger effect; CPE inhibition, % at 10 µM, or IC50 in µM where a hit was titrated; actives 0.02% (n = 290,000); in the data active = a potency from the dose series; also: strong numbers were not always called active
PMI inhibition – human PMI inhibitors, high substrate, primary screen, biochemical, fluorescence intensity, high mannose 6-phosphate (AID 1220) | recombinant PMI enzyme, coupled fluorescence intensity; higher % means a stronger effect | inhibition, % at 20 µM, or IC50 in µM where a hit was titrated | actives 0.66% (n = 190,000); in the data active = inhibition above about 50%
ER stress rescue – protection against thapsigargin-triggered cell killing – 384-well, CSM14.1, ATP luminescence, primary screen (AID 1222). cellular ATP content (survival), % at 20 µM; hits with a dose series show EC50 in µM. CSM14.1 thapsigargin-induced death rescue, ATP luminescence; higher % means a stronger effect. 190,000 tested, under 10 active;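 active = EC50 below 50 µM in the dose-response confirmation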;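 also: death triggered by thapsigargin at about 15 µM added after 2 h compound pretreatment; cell ATP read after overnight thapsigargin exposure of roughly 18 to 22 hours; normalized against plate controls of thapsigargin alone and 5% DMSO vehicle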
PhoP inhibition – inhibitors of PhoP regulon expression, primary screen, Salmonella Typhimurium, GFP reporter (AID 1863). S. Typhimurium PhoP-regulated promoter GFP reporter, 4 h; higher % means a stronger effect. one-dose inhibition, % at 50 µM; IC50 in µM for titrated hits. actives 0.16% (n = 300,000);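 active = inhibition over 29.93%, a cutoff 3 SD above the screen mean, later confirmed by dose response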;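 also: 0% = low Mg2+ inducing control and 100% = high Mg2+ repressing control; strong numbers were not always called active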
XIAP displacement – small molecules displacing peptide from XIAP – biochemical, IAP family, fluorescence polarization (AID 1018) | XIAP BIR domain, fluorescence polarization peptide displacement; higher % means a stronger effect | displacement, % at 20 µM; hits with a dose series show IC50 in µM | actives 0.007% (n = 200,000); in the data active = displacement above about 50%; also: a part of the inactive calls stands beside numbers as strong as those of hits
M17LAP inhibition – P. falciparum M17LAP inhibitors, primary screen, biochemical, fluorogenic H-Leu-NHMec substrate, 1536-well (AID 1619); inhibition, % at 30 µM; hits with a dose series show IC50 in µM; recombinant M17LAP, H-Leu-NHMec fluorogenic kinetic assay; higher % means a stronger effect; actives 0.38% (n = 220,000);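 active = compound inhibiting the enzyme by more than half at any dose during confirmatory dose-response retesting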;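 also: plate controls were full reaction with DMSO carrier for no effect and no enzyme background for full effect; strong numbers were not always called active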
Siah-1 displacement – Siah-1 peptide-binding antagonists, primary screen, biochemical, fluorescence polarization, rhodamine-plectin, uHTS (AID 1817); Siah-1 / rhodamine-plectin peptide fluorescence polarization; higher % means a stronger effect; displacement, % at 20 µM; hits with a dose series show IC50 in µM; actives 0.02% (n = 290,000);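 active = displacement of at least 50% at 20 µM, with a fluorescence ratio check between 0.3 and a set limit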;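 also: plate controls were Siah plus tracer with DMSO for no effect and tracer alone without Siah for full effect; strong numbers were not always called active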
Yfh1-off respiration – mitochondrial function rescue without frataxin homolog – Friedreich's ataxia, plus single-dose screen, dose response (AID 1465) | one-dose fold induction at 50 µM; EC50 in µM for titrated hits | S. cerevisiae Yfh1-off respiration, WST-1 reduction, 72 h; higher fold induction means a stronger effect | actives 0.074% (n = 220,000);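 active = fold induction of absorbance versus untreated yeast above a set limit, then at least 30% activation at any dose in follow-up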;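 also: activators that raise dye reduction in frataxin-depleted yeast; strong numbers were not always called active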
M1AAP inhibition – malaria alanyl aminopeptidase activity blockers – biochemical, fluorogenic H-Leu-NHMec substrate, 1536-well (AID 1445); recombinant M1AAP, H-Leu-NHMec fluorogenic kinetic assay; higher % means a stronger effect; inhibition, % at 30 µM; hits with a dose series show IC50 in µM; actives 0.42% (n = 220,000);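 active = primary inhibition above the hit cutoff, then over 50% inhibition at one or more dose response concentrations, cut at about 23% in these data, passing the limit was not always enough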;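 also: plate controls were DMSO full reaction for no effect and no enzyme background for full effect; strong numbers were not always called active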
Active calls of the source: *; i = inactive; . = not tested or not shown; & = joins results of further samples. The order is random, and some 1.6% of all compounds hit somewhere here.

SMILES	West Nile antiviral	PMI inhibition	ER stress rescue	PhoP inhibition	XIAP displacement	M17LAP inhibition	Siah-1 displacement	Yfh1-off respiration	M1AAP inhibition
Cc1ccccc1CNC(=O)c1ccccc1C(=O)O	-0.1%	-47%	-0.9%	2%	-5.6%	4%	4%	i	0%
CCOC(=O)c1sc(NC(=O)/C=C/c2ccccc2)nc1C	-0.3%	-7%	-2.1%	-3%	-4.7%	-2%	-2%	i	5%
COc1ccc(C(=O)COC(=O)CCc2nc3ccccc3[nH]c2=O)cc1Br	0.6%	1%	1.4%	3%	-9.5%	-2%	3%	i	4%
COc1ccccc1CC(=O)Nc1ccc(OC)c(OC)c1	1.1%	1%	-2.9%	-9%	2.4%	-1%	3%	i	1%
CCCc1nnc(NC(=O)CCC(=O)O)s1	0.2%	-2%	-0.8%	6%	-10%	0%	-4%	i	-4%
O=C(Nc1ccc([N+](=O)[O-])cc1)Nc1ccc2[nH]c(=O)[nH]c2c1	-0.4%	21%	-1.1%	2%	-7.9%	2%	4%	i	5%
Cc1ccc(C(=O)Nc2nc(=O)n(C(=O)c3ccccc3Cl)s2)cc1	0.0%	-20%	12%	0%	-10%	14µM*	-4%	i	39µM*
CCCCCSc1nc(C)c(CC(=O)O)c(=O)[nH]1	0.8%	-6%	-1.2%	-14%	1.0%	8%	10%	i	9%
O=C(NCCc1ccccc1)c1nc2c(nnn2Cc2ccccc2Cl)c(=O)[nH]1	-0.5%	4%	-1.0%	-17%	-2.4%	-16%	10%	i	-10%
OCCC1CN(Cc2nc(-c3ccccc3)cs2)CCN1Cc1ccc(F)cc1 (stereo unspecified)	-1.9%	-43%	-0.9%	-11%	-3.5%	-1%	-7%	i	1%
O=C(Nc1ccccn1)c1csc2c1CCCC2	-0.5%	4%	-0.1%	2%	-2.8%	5%	4%	i	0%
CC(C)CNC(=O)c1cc(-c2ccc(Cl)c(Cl)c2)on1	-0.8%	11%	0.8%	1%	-9.7%	-6%	-2%	i	-3%
COc1ccc2cc3cc(C(=O)NCc4cccnc4)oc3nc2c1	-0.9%	2%	.	-1%	-10%	-61%	5%	i	-8%
CCNC(=O)NC(=O)CSc1cccc(C(F)(F)F)c1	0.0%	2%	.	8%	-59%	-3%	-1%	i	-1%
CCCc1cc(=O)[nH]c(Nc2ccc(OC)c(Cl)c2)n1	-0.6%	6%	-0.9%	12%	-13%	-25%	2%	i	6%
COc1ccc(/C=N/NC(=O)c2ccco2)cc1OCc1ccccc1	1.1%	.	.	-9%	.	9%	1%	i	13%
O=C(CSc1nnc2ccccn12)NNC(=O)c1ccc(F)cc1	0.0%	-6%	-0.5%	5%	-3.2%	14%	-1%	i	2%
Cn1c(SCC(=O)N2CCN(c3ccccc3)CC2)nnc1-c1c[nH]c2ccccc12	0.0%	0%	0.6%	1%	-7.4%	0%	4%	i	12%
CC(C)c1cc(CN2CCN(C3CCCC3)C(CCO)C2)[nH]n1 (stereo unspecified)	0.5%	-11%	1.1%	4%	-8.1%	-2%	0%	i	-2%
COc1ccc(S(=O)(=O)CCc2nnc(NC(=O)c3cccs3)s2)cc1	1.1%	-1%	-0.4%	2%	-5.2%	2%	0%	i	9%
Cc1ccc(CN(c2ccc(C(=O)Nc3cccnc3)cc2)S(C)(=O)=O)cc1	-0.7%	17%	0.9%	-6%	-2.6%	12%	-2%	i	4%
O=C(COc1ccccc1)N1CCN=C1SCc1cccc(F)c1	0.2%	.	.	4%	.	-6%	-3%	i	-3%
CC(C)Oc1cccc(C(=O)N2CCCC2)c1	0.6%	-3%	-0.1%	6%	-2.4%	-4%	4%	i	1%
O=C(Nc1ccc(-c2nc3ccccc3o2)cc1)c1cc(-n2cnnc2)ccc1Cl	-1.3%	5%	-1.2%	-8%	-4.5%	0%	1%	i	4%
CCn1c(=O)cc(OCC(=O)Nc2cccc(C)n2)c2ccccc21	0.6%	-5%	-0.7%	-8%	-3.1%	13%	0%	i	4%

Next section; it opens with the two that closed the last part.
SMILES	West Nile antiviral	PMI inhibition	ER stress rescue	PhoP inhibition	XIAP displacement	M17LAP inhibition	Siah-1 displacement	Yfh1-off respiration	M1AAP inhibition
O=C(Nc1ccc(-c2nc3ccccc3o2)cc1)c1cc(-n2cnnc2)ccc1Cl	-1.3%	5%	-1.2%	-8%	-4.5%	0%	1%	i	4%
CCn1c(=O)cc(OCC(=O)Nc2cccc(C)n2)c2ccccc21	0.6%	-5%	-0.7%	-8%	-3.1%	13%	0%	i	4%
Cc1cc(N/N=C/c2ccc([N+](=O)[O-])o2)nc2ccccc12	-0.8%	12%	0.1%	3%	-7.7%	1%	-7%	i	6%
O=C(C1CC(c2cccc(Br)c2)=NO1)N1CCc2ccccc2C1 (stereo unspecified)	-0.8%	5%	-1.2%	-4%	-2.8%	5%	11%	i	-2%
Cc1ccc(COCC(CC(C)C)N2CCN(C(=O)c3cccc(C(F)(F)F)c3)CCC2=O)cc1 (stereo unspecified)	-0.9%	-2%	-4.9%	-3%	-8.4%	25%	-3%	i	7%
CCN(CC)C(=O)CSc1ncnc2c1cnn2Cc1ccccc1	-0.3%	0%	3.7%	-3%	-4.3%	7%	6%	i	-8%
CC1CCC(C(C)C)C(OC(=O)C2=C3c4ccccc4S(=O)(=O)N3CC2)C1 (stereo unspecified)	-0.3%	4%	-3.0%	3%	-8.9%	-6%	4%	i	1%
Cc1csc2c(=O)sc(NC(=O)c3ccc(F)cc3)nc12	-0.2%	.	.	-6%	.	14%	2%	i	5%
O=c1cc(CN2CCN(S(=O)(=O)c3ccc4c(c3)OCCO4)CC2)c2ccc(O)cc2o1	0.3%	-3%	-0.3%	-7%	-10%	-61%	9%	i	18%
CC(=O)Nc1ccc(S(=O)(=O)N=S(C)(C)=O)cc1	0.5%	16%	23%	-9%	-6.6%	-15%	-4%	i	-1%
COc1ccc(C)cc1S(=O)(=O)N(CC(N)=O)Cc1ccccc1	0.3%	15%	2.7%	3%	-12%	-4%	-2%	i	2%
O=C(O)c1cc(C2CC2)nc2ccccc12	0.5%	-14%	-2.2%	-15%&-2%	-11%	-2%	2%	i	0%
S=C(NCCc1ccccc1)Nc1ccccc1	0.1%	.	.	3%	.	14%	3%	i	-2%
CC(=O)Nc1ccc(SCC(=O)Nc2ccccc2Oc2ccccc2)cc1	-1.0%	-1%	-1.8%	-7%	-13%	-3%	0%	i	-5%
CCN(CC)S(=O)(=O)c1cccc(NC(=O)/C=C/c2cccc([N+](=O)[O-])c2)c1	0.3%	7%	-1.4%	25%	-10%	8%	-4%	i	1%
Cc1cc(NCCCN2CCOCC2)n2nc(C)c(-c3ccc(F)cc3)c2n1	0.6%	13%	-0.9%	0%	-5.6%	21%	-1%	i	6%
CCOC(=O)c1ccc(NC(=O)CSc2nc3sc(C(=O)O)c(C)c3c(=O)[nH]2)cc1	-0.6%	-2%	-0.2%	-3%	-15%	13%	9%	i	16%
CCOC(=O)c1ccc(S(=O)(=O)Nc2nc3cc(S(=O)(=O)NC4=NCCCCC4)ccc3s2)cc1	-0.3%	-4%	4.6%	7%	-4.5%	1%	-8%	i	13%
CCc1cccc(OCCN2CCCC2)c1	0.3%	-2%	-0.6%	2%	-4.0%	1%	2%	i	1%
CC(NC(=O)COC(=O)c1cc(Cl)nc(Cl)c1)c1ccccc1 (stereo unspecified)	-0.1%	3%	-1.2%	-7%	-4.3%	-4%	4%	i	-2%
Cc1csc(NC(=O)C2CCCCC2C(=O)O)n1 (stereo unspecified)	0.9%	-5%	-0.7%	-7%	-1.5%	12%	3%	i	14%
Fc1ccc(/C=C/c2nnc(-c3cccs3)o2)cc1	-0.8%	20%	-0.1%	-6%	-3.3%	10%	-1%	i	2%
CC1CCN(C(=O)N2c3ccccc3Sc3ccccc32)CC1	-0.6%	-1%	-0.2%	8%	-5.7%	4%	4%	i	7%
COc1cccc(N2C(=O)CC(N3CCc4ccccc4C3)C2=O)c1 (stereo unspecified)	0.4%	.	.	-4%	.	14%	1%	i	1%
CC(C)=CCN1CCN(Cc2nc(-c3ccc(F)cc3)cs2)CC1CCO (stereo unspecified)	-0.6%	.	.	-7%	.	5%	7%	i	-1%
CCCn1nc(C(=O)Nc2ccc3nc(C)sc3c2)c2ccccc2c1=O	-1.7%	16%	0.4%	-7%	-6.3%	4%	2%	i	1%
CCCN1CCC(=O)N([C@H](CSc2ccc(OC)cc2)Cc2ccccc2)CC1	-1.2%	.	.	0%	.	1%	-3%	i	3%

Continuation.
SMILES	West Nile antiviral	PMI inhibition	ER stress rescue	PhoP inhibition	XIAP displacement	M17LAP inhibition	Siah-1 displacement	Yfh1-off respiration	M1AAP inhibition
Cc1ccc(C2=NN(S(C)(=O)=O)C(c3ccc4c(c3)OCO4)C2)cc1 (stereo unspecified)	-1.0%	5%	-1.1%	-4%	-11%	4%	1%	i	3%
C=CCn1c(C)c(C(C)=O)c(SC)nc1=S	0.1%	1%	.	5%	0.4%	-3%	8%	i	3%
N[C@@H](CO)c1nnc([C@H](Cc2ccc(O)cc2)NC(=O)C2CCNCC2)o1	0.5%	-1%	-1.2%	-2%	-4.1%	3%	8%	i	2%
O/N=C1\CCSc2ccc(F)cc21	-0.8%	.	.	-8%	.	7%	-1%	i	11%
C=C(C)CCC1(C)NC(=O)N(c2ccccc2)N1 (stereo unspecified)	0.0%	.	.	1%	.	2%	-1%	i	3%
CCC(CC)N1CCN(CCc2ccccc2)C(CCO)C1 (stereo unspecified)	-1.4%	-4%	-1.7%	10%	-5.4%	4%	-2%	i	1%
Cc1cc(=O)[nH]c(N2CCN(Cc3ccccc3)CC2)n1	0.0%	-4%	-1.8%	-4%	0.3%	6%	2%	i	-1%
CCn1c(Cc2ccccc2)nnc1SCC(=O)Nc1ccc(S(N)(=O)=O)cc1	0.0%	-4%	-2.7%	4%	-8.3%	-9%	-1%	i	-2%
COc1ccc(C)c(Cn2c(-c3nonc3N)nc3ccccc32)c1	.	0%	-2.2%	3%	-6.7%	11%	2%	.	0%
O=C(Nc1ccn(Cc2ccccc2)n1)c1ccc2c(c1)OCO2	-0.9%	4%	-2.6%	-3%	-3.7%	1%	9%	i	9%
CCS(=O)(=O)Nc1ccc(-c2nnc(SCC(=O)c3ccc(NC(C)=O)c(OC)c3)o2)cc1	.	8%	1.0%	-4%	-4.1%	5%	4%	.	3%
Cc1nc2c3c(sc2c(=O)[nH]1)NC(=O)CC3c1ccccc1Cl (stereo unspecified)	1.1%	.	.	-2%	.	-3%	-3%	i	-4%
CCOC(=O)N1CCN(C(=O)c2cn(CC)c3ccc(S(=O)(=O)N4CCCCC4)cc3c2=O)CC1	.	0%	0.1%	2%	3.0%	23%	4%	i	6%
COc1ccc(Nc2ccccc2N)cc1	-2.2%	4%	-1.3%	-3%	-10%	8%	0%	i	8%
Nc1nc(C(F)(F)F)cc(=O)n1N	0.4%	2%	0.0%	-3%	-9.3%	-1%	2%	i	6%
COC(=O)c1c(NC(=O)c2cccc([N+](=O)[O-])c2)sc(C(N)=O)c1C	-1.0%	-2%	2.6%	-7%	-4.1%	8%	-10%	i	9%
